# NPC1 prom act: activators of NPC1 promoter. Huh7 NPC1 promoter luciferase reporter, 24 h. Potency, µM (series often up to 9.22 µM), without a hit: at the highest dose activation, actives largely listed as activators. hit rate 2.4% among 320,000;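 also: % of control where 0% means no effect; nearly all actives have a fitted effect of over 60% in size; reporter is driven by a mutant NPC1 promoter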
#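 Quantitative HTS used a cell-based reporter: Huh7 cells stably bearing the NPC1 promoter upstream of luciferase were treated with compounds for 24 h, and promoter activation was read as luminescence.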
# BRCA1 expr up: BRCA1 expression activation. MCF7-BRCA1-FFLuc reporter, luminescence, 48 h; response scale: scaled: vehicle 0%, 10 µM genistein 100%. Potency, µM (doses to about 46.1 µM), without a hit: at the highest dose activation, usual class: activators. hit rate 1.1% among 380,000; also: nearly all actives have a fitted effect of over 80% in size; some results filed as inactive show a strong effect at the top dose
#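 Reporter cells (MCF7, BRCA1 promoter-firefly luciferase) received library compounds across a concentration series for 48 h. End-point luminescence was measured and concentration-effect curves derived after normalization.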
# MLL CXXC-DNA inh: inhibitors of human MLL CXXC domain-DNA interaction; Q03164; Potency, µM (titrated, usually from 115 µM), for inactives: at the top dose activity change, negative = inhibition, most hits filed as inhibitors; hit rate 0.037% among 290,000; MLL-CXXC / FITC-HOXA9 DNA fluorescence polarization; active = well fitted inhibition curve with a large enough effect in the polarisation, with a control signal flat, not every such curve was filed as active; inconclusive = small, poorly fitted or top-dose-only effect, or effect the other way, or a change in a side signal; inactive = no such curve, though single readings can be large or run the other way; the % refers to the polarisation
#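 Purified MLL-CXXC (added from a 7 uM solution) was preincubated 5 min at ambient with pinned compounds in 50 mM Tris-HCl pH 7.5, 50 mM NaCl, 1 mM DTT, 0.05% BSA. Fluorescein-labeled HOX-A9 DNA (50 nM solution) followed, 30 min, then polarization read.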
# Rab9 promoter act: activators of Rab9 promoter. hit rate 2.8% among 320,000. Huh7 Rab9 promoter-luciferase reporter, luminescence, 24 h. Potency, µM (doses to about 9.22 µM), for the others: top-dose activation, negative = inhibition, actives largely listed as activators; also: % of control where 0% means no effect; nearly all actives have a fitted effect of over 60% in size
#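 Quantitative HTS format; Huh7 Rab9-luciferase reporter cells (1500/well) receive compound 2 h post-plating, incubate 24 h at 37 °C, then get luciferase reagent for 10 min before luminescence reading.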
# p53 reactivation: mutant p53 re-activation in reporter cells | H1299 p53-A138V BP100-luciferase reporter, luminescence, 24 h | Potency, µM (top dose mostly 92.2 µM), for the others: at the highest dose activity change, positive = activation, most hits filed as activators | hit rate 0.063% among 320,000; also: % of control where 0% means no effect; nearly all actives have a fitted effect of over 45% in size
#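 p53-null H1299 cells stably carrying temperature-sensitive p53-A138V and a BP100-luciferase reporter were pinned with compounds (4-point, 1:5 series) and held 24 hrs at 37 deg C. Luminescence was read 10 min after detection reagent.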
# uPA surface inh: inhibitors of cell surface uPA generation | Potency, µM (titrated, usually from 38.3 µM), inactives show at the highest dose activity change, negative = inhibition, usual class: inhibitors | hit rate 0.31% among 330,000 | cell surface uPA generation assay, qHTS; active = well fitted inhibition curve with a large enough effect; inconclusive = small, poorly fitted or top-dose-only effect; inactive = no such curve, though single readings can be large or run the other way; tested in mouse RAW 264.7 cells; also: % is scaled to controls: 0 for no effect and ±100 for the full control effect; nearly all actives have a fitted effect of over 55% in size
# ELG1 genotox: inducers of genotoxicity in HEK293T ELG1-luciferase cells; AID 504466; HEK293T ELG1-luciferase reporter, luminescence, 16 h; Potency, µM (titrated, usually from 46 µM), inactives show at the highest dose activity change, positive = activation, actives largely listed as activators; hit rate 1.3% among 330,000; also: % of control where 0% means no effect; nearly all actives have a fitted effect of over 60% in size
#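 Step 1: seed 2,000 HEK293T ELG1-luciferase cells per well. Step 2: add compound or DMSO, incubate 16 hr at 37 °C. Step 3: ONE-Glo, 30 min at room temperature, read luminescence.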
# FLuc counter: inhibits or activates purified firefly luciferase, miR-21 counter-screen | P08659 | purified FLuc, Km substrates, luminescence inhibition | Potency, µM (titrated, usually from 57.5 µM), inactives show at the highest dose activity change, negative = inhibition, actives largely listed as inhibitors | hit rate 6.9% among 360,000;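 also: plate controls were vehicle for no effect and reference inhibitor for full effect; nearly all actives have a fitted effect of over 55% in size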
# Target sequence (P08659 whole entry, looked up): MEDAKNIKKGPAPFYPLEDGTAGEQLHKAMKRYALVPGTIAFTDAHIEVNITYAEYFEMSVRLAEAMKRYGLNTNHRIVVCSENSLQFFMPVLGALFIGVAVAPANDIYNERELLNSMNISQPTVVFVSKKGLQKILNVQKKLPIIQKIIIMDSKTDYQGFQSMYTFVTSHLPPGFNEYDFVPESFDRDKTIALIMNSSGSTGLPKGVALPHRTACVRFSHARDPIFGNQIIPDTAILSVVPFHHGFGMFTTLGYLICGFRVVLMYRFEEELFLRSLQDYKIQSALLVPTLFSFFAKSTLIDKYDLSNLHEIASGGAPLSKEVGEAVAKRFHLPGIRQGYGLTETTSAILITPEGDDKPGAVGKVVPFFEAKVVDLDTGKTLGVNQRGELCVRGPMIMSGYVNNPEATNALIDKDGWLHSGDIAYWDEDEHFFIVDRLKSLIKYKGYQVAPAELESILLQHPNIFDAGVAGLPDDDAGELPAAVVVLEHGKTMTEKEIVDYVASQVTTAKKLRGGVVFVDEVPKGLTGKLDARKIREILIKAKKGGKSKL
#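 Purified P. pyralis luciferase, 10 nM final, with Km-level 10 uM D-luciferin and 10 uM ATP in 50 mM Tris acetate pH 7.5, 10 mM Mg acetate, 0.01% Tween-20, 0.05% BSA; 6-point qHTS titration about 60 µM downward; luminescence read.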
# An asterisk follows results filed as active; ? = inconclusive; . = no result given; [ ] = dose if it differs, or a comment. Unless noted, calls follow the shape of the dose curve; as a rule, active = well fitted curve in the direction sought with a large enough effect; inconclusive = small, poorly fitted or top-dose-only effect, or another doubt; inactive = no such curve, though single readings can be large; an effect the other way counts as inactive or inconclusive. Potency is read from the fitted curve at half-maximal effect. An excerpt; count on the stated rates, not on these rows.
# Every second line gives: NPC1 prom act	BRCA1 expr up	MLL CXXC-DNA inh	Rab9 promoter act	p53 reactivation	uPA surface inh	ELG1 genotox	FLuc counter
Cn1ccc2cc(-c3ccc4ncnc(NCc5cccnc5)c4c3)ccc21
    -3.0%	.	.	-1.6%	.	.	.	19µM*
Cn1c2cc([N+](=O)[O-])sc2c2cnn(Cc3ccccc3F)c(=O)c21
    -16.3%	.	.	-10.8%	.	.	.	?
CCn1c(-c2ccc(S(=O)(=O)N3CCOCC3)cc2)csc1=Nc1ccc(C)c(Cl)c1
    -21.7%	.	.	-24.7%	.	.	.	0.6%
O=C(NCCc1ccc(Cl)cc1)c1ccc(Cn2c(=O)[nH]c3ccccc3c2=O)cc1
    -23.3%	.	.	-14.6%	.	.	.	-1.0%
Cn1c2ccsc2c2cnn(Cc3ccc(F)cc3)c(=O)c21
    -1.9%	.	.	-0.8%	.	.	.	0.7%
COC(=O)c1cnn(-c2ccc(C(=O)Nc3ccc(C(C)=O)cc3)cc2)c1N
    -1.3%	.	.	-2.6%	.	.	.	4.1%
CCN(CC)S(=O)(=O)c1ccc2c(c1)N(CC(=O)N1CCN(c3ccc(F)cc3)CC1)C(=O)CO2
    0.1%	.	.	-5.2%	.	.	.	0.5%
Cc1cccc(CNc2ncnc3ccc(-c4ccc5c(ccn5C)c4)cc23)c1
    -3.0%	.	.	-4.9%	.	.	.	?
O=S(=O)(NC1CCC(CNS(=O)(=O)c2c(F)cccc2F)CC1)c1ccc2c(c1)OCCO2 (configuration not stated)
    -4.3%	.	.	-0.5%	.	.	.	-0.4%
Oc1cc(Nc2ccc(N3CCCCC3)cc2)cc2cccnc12
    -34.7%[inhibitor]	.	.	-37.9%[inhibitor]	.	.	.	?
CC(=O)NC(c1cc(F)c2cccnc2c1O)C(C)C (configuration not stated)
    -1.8%	.	.	-26.7%	.	.	.	1.3%
Oc1ccc(CNc2ccc(C(F)(F)F)cc2Cl)c2cccnc12
    -3.2%	.	.	-4.0%	.	.	.	1.8%
c1coc(-c2ccc3ncnc(NCc4cccs4)c3c2)c1
    3.6%	.	.	-1.2%	.	.	.	4.7%
Oc1ccc(COC2CCN(Cc3ccccc3)C2)c2cccnc12 (configuration not stated)
    -30.2%[inhibitor]	.	.	-23.5%	.	.	.	0.0%
Cc1ccc(-n2nc(C)c(C(=O)O)c2-n2cccc2)cc1
    -2.1%	.	.	1.7%	.	.	.	?
CCc1ccccc1Nc1nn2c(=O)c3ccc(C(=O)NCCCOC(C)C)cc3nc2s1
    0.2%	.	.	-6.4%	.	.	.	3.1%
CC(=O)NCc1cc(Cl)c2cccnc2c1O
    -3.2%	.	.	1.3%	.	.	.	-1.3%
Cn1ccc2cc(-c3ccc4ncnc(NCc5cccc(F)c5)c4c3)ccc21
    -1.6%	.	.	-4.6%	.	.	.	?
Cc1cccc(-c2ccc3ncnc(NCc4cccc(F)c4)c3c2)c1
    -3.0%	.	.	-4.5%	.	.	.	-27.4%
CC(=O)N1CCOc2cc(S(=O)(=O)NCc3ccccc3Cl)c(Cl)cc21
    -25.1%	.	.	-4.7%	.	.	.	7.7%

# Random excerpt: 4 entries already listed, in no set order.
# Every second line gives: NPC1 prom act	BRCA1 expr up	MLL CXXC-DNA inh	Rab9 promoter act	p53 reactivation	uPA surface inh	ELG1 genotox	FLuc counter
O=C(NCCc1ccc(Cl)cc1)c1ccc(Cn2c(=O)[nH]c3ccccc3c2=O)cc1
    -23.3%	.	.	-14.6%	.	.	.	-1.0%
Cc1cccc(-c2ccc3ncnc(NCc4cccc(F)c4)c3c2)c1
    -3.0%	.	.	-4.5%	.	.	.	-27.4%
O=S(=O)(NC1CCC(CNS(=O)(=O)c2c(F)cccc2F)CC1)c1ccc2c(c1)OCCO2 (configuration not stated)
    -4.3%	.	.	-0.5%	.	.	.	-0.4%
Cn1ccc2cc(-c3ccc4ncnc(NCc5cccc(F)c5)c4c3)ccc21
    -1.6%	.	.	-4.6%	.	.	.	?

# Carrying on.
# Every second line gives: NPC1 prom act	BRCA1 expr up	MLL CXXC-DNA inh	Rab9 promoter act	p53 reactivation	uPA surface inh	ELG1 genotox	FLuc counter
COc1ccc2c(c1)c(CC(=O)O)c(C)n2Cc1ccc(Cl)cc1
    1.0%[46.1 µM]	2.0%	-3.4%	-12.0%[46.1 µM]	.	.	.	.
NC(=O)c1cc[n+](CC2=C(C(=O)O)N3C(=O)[C@@H](NC(=O)[C@@H](c4ccccc4)S(=O)(=O)[O-])[C@H]3SC2)cc1
    3.4%[46.1 µM]	0.6%[92.2 µM]	?	-0.3%[46.1 µM]	.	.	.	.
CCCCNc1ccc(C(F)(F)F)cc1S(=O)(=O)NCCc1ccc(F)cc1
    .	0.0%	.	.	7.1%	10.8%	-10.4%	.
CC(C)C(=O)Nc1cc(S(=O)(=O)N2CCOCC2)ccc1N1CCCCC1
    .	-31.2%	.	.	2.9%	-3.6%	-0.6%	.
Cc1nn(CC(=O)OCC(=O)c2ccccc2)c(C)c1[N+](=O)[O-]
    .	-9.4%	.	.	5.2%	3.2%	1.1%	.
CC[C@]12c3[nH]c4ccccc4c3CCN1C(=O)C(CC(=O)NC/C=C(\C)CCC=C(C)C)C[C@@H]2C(=O)N1CCN(C(=O)C2CC2)CC1 (some centres not stated)
    .	-43.4%	.	.	2.7%	?	-7.4%	.
O=C(Nc1cccc(S(=O)(=O)N2CCCCC2)c1)c1cncc(Br)c1
    .	-49.3%	.	.	1.0%	-5.8%	-7.1%	.
Cc1cnc(C(=O)OCC(=O)NC(C)c2ccccc2)cn1 (configuration not stated)
    .	-14.3%	.	.	0.7%	17.1%	1.3%	.
CCOc1ccc(NC(=O)COC(=O)C2CC2C)cc1 (configuration not stated)
    .	31.3%	.	.	?	2.6%	18.0%	.
CCOc1ncccc1C(=O)OCC(=O)NCc1ccccc1
    .	11.0%	.	.	-1.3%	2.5%	1.4%	.
O=C(c1ccc2ccccc2n1)N1CCN(S(=O)(=O)c2ccc(Cl)cc2)CC1
    .	-19.4%	.	.	5.1%	-7.3%	-8.9%	.
O=S(=O)(Nc1ccccc1F)c1cccc(NC(=S)NCCN2CCOCC2)c1
    .	-1.1%	.	.	-8.2%	-5.2%	12.9%	.
CC(=O)Nc1ccc(NC(=O)c2cccc(S(=O)(=O)N3CCCCCC3)c2)cc1
    .	-23.1%	.	.	-3.9%	-21.4%	1.9%	.
CCN(CC)C(=O)c1nc[nH]c1C(=O)O[C@@H](C)c1ccccc1
    .	0.0%	.	.	3.6%	-5.9%	1.3%	.
CCN(C[C@H]1N[C@@](CC)(C(=O)OC)[C@H]2C(=O)N(C)C(=O)[C@@H]12)S(=O)(=O)c1ccc(-c2ccccc2)cc1
    .	-8.4%	.	.	-8.6%	-3.5%	-4.0%	.
O=C(Cc1ccccc1)N1O[C@H]2C=C[C@@H]1CC2
    .	4.6%	.	.	0.7%	16.8%	3.9%	.
CN(C)C(=O)CCc1ccc2c3c([nH]c2c1)[C@]1(C)[C@@H](C(=O)N2CCOCC2)C[C@H](CC(=O)NCCc2ccccn2)C(=O)N1CC3
    .	18.9%	.	.	21.2%	-4.8%	9.8%	.
O=C(CCc1nc2ccccc2c(=O)[nH]1)N1CCN(c2ccccc2Cl)CC1
    .	-6.5%	.	.	2.8%	1.3%	-5.7%	.
CCN(Cc1ccncc1)C(=O)c1ccc(C)c(S(=O)(=O)N2CCCCC2)c1
    .	-24.8%	.	.	-1.8%	-20.9%	-1.3%	.
Cn1nnnc1Sc1ncnc2scc(-c3cccc(C(F)(F)F)c3)c12
    .	-90.7%	.	.	-14.9%	8.91µM*	-5.9%	.
COc1ccc(S(=O)(=O)Nc2cccc3c2O[C@H](CN(C)S(=O)(=O)c2ccc(Cl)cc2)[C@H](C)CN([C@H](C)CO)C3=O)cc1
    .	-35.9%	.	.	-1.4%	-11.0%	-3.0%	.
CC1CCCC(NC(=O)CSc2cccc[n+]2[O-])C1C (configuration not stated)
    .	11.1%	.	.	4.3%	-23.9%	-0.1%	.
Cc1ccc2c(c1)C(=O)N1[C@H]3c4cc(C)ccc4OC[C@@H]3[C@H](c3ccccc3)[C@]1(C)C(=O)N2
    .	-27.4%	.	.	2.5%	?	-1.2%	.
CS(=O)(=O)c1ccc(C(=O)NNC(=O)c2cc(-c3ccccc3)n[nH]2)cc1
    .	-50.1%	.	.	0.4%	-0.6%	-0.1%	.
COc1ccc(NC(=O)N(C)C[C@H]2Oc3ccc(NC(=O)C4CCCCC4)cc3C(=O)N([C@H](C)CO)C[C@@H]2C)cc1
    .	6.5%	.	.	-3.9%	8.5%	2.3%	.
CN1CCN(c2nc3ccccc3nc2NS(=O)(=O)c2ccc(Br)cc2)CC1
    .	16.4%	.	.	1.4%	-0.7%	-1.2%	.
C#CCOCCOCCOCCNc1nc(N2CCOCC2)nc(N2CCN(C(=O)[C@H](CCCCN)n3cc(CN)nn3)CC2)n1
    .	13.9%	.	.	2.5%	6.7%	2.6%	.
COC(=O)[C@H](Cc1ccccc1)NC(=O)Cn1cnc2c(OCc3ccccc3)ncnc21
    .	5.2%	.	.	10.0%	10.3%	2.0%	.
O=C(CSc1ccccc1)Nc1ccc(Cl)c(S(=O)(=O)N2CCOCC2)c1
    .	-1.2%	.	.	11.4%	-3.0%	-3.3%	.
N#Cc1ccc(C23OCCN2CCn2c3c3ccccc3[n+]2[O-])cc1 (configuration not stated)
    .	-17.1%	.	.	9.4%	2.24µM*	3.5%	.
Cc1noc(C)c1S(=O)(=O)N(C)C[C@H]1Oc2ccc(NC(=O)NC(C)C)cc2C(=O)N([C@H](C)CO)C[C@@H]1C
    .	2.7%	.	.	-2.2%	23.7%	2.5%	.
Nc1cc(=O)[nH]c(SCC(=O)NCCC2=CCCCC2)n1
    .	-19.5%	.	.	-7.9%	0.9%	-2.5%	.
Cc1ccnc2nc(C(=O)OCC(=O)c3ccccc3)nn12
    .	-5.2%	.	.	-9.4%	-0.6%	-0.1%	.

# High-throughput results deposited in PubChem BioAssay by National Center for Advancing Translational Sciences (NCATS).
